NR2F2 inh = NR2F2 (human) inhibition, primary screen; HEK293T NGFI-A luciferase reporter, luminescence; inhibition, % at 8.6 µM; actives 0.7% (n = 370,000); AID 686940;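 active = inhibition above a per-plate cutoff, mean inhibition of test wells between control levels plus 3 SD, cut at about 38% in these data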;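 also: cells cotransfected with COUP-TFII expression vector driving the NGFI-A reporter; 0% = median of COUP-TF2 test wells and 100% = reporter-only cells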
NCOA3 inh = human NCOA3 inhibition; actives 0.17% (n = 360,000); HEK293 GAL4-SRC3 luciferase reporter, luminescence; inhibition, % at 3.6 µM; Q9Y6Q9;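 active = inhibition above a per-campaign cutoff, the mean of all compounds plus 3 SD, cut at about 60% in these data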;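 also: 0% = DMSO-treated cells and 100% = gossypol-treated cells at 36 µM; higher means less SRC3-driven luciferase light from the GAL4 reporter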
NOD2 RIPK2 PPI = NOD2-RIPK2 protein interaction inhibition. O43353. actives 0.38% (n = 360,000). CHO BLA complementation NOD2-RIPK2, CCF4 ratio. inhibition, % at 4.98 µM; in the data active = inhibition above about 21%;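 also: 0% = vehicle only and 100% = reference blocker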
ABHD5-PLIN5 inh = ABHD5-PLIN5 protein interaction inhibition; AID 602281; actives 0.78% (n = 360,000); inhibition, % at 4 µM; Q00G26+Q8WTS1; Split G. princeps luciferase complementation, luminescence, 4 h;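 active = inhibition above the mean inhibition across every tested compound plus 3 SD, cut at about 22% in these data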;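 also: 0% = DMSO only wells and the 100% control is not disclosed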
Target sequence (Q00G26 whole entry, looked up): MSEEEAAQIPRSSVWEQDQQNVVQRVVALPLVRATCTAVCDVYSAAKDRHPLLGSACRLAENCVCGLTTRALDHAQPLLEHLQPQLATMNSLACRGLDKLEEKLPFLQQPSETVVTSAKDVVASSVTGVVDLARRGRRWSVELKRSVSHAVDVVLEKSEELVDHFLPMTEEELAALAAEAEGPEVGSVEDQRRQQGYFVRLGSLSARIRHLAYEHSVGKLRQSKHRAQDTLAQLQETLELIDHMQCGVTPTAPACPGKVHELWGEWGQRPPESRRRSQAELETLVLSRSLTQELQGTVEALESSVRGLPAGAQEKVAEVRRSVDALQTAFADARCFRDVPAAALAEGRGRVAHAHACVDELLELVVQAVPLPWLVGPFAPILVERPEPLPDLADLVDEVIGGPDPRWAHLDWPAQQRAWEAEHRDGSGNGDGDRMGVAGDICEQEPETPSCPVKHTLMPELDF
Target sequence (Q8WTS1 whole entry, looked up): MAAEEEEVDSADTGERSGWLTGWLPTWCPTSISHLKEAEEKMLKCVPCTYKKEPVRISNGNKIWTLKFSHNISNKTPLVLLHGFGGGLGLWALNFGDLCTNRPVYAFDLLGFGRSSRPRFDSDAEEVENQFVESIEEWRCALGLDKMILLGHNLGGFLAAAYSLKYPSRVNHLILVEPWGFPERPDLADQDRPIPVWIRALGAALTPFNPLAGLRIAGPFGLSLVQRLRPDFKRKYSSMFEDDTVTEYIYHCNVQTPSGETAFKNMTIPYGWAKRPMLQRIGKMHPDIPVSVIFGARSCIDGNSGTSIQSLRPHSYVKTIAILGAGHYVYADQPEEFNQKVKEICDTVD
Exocytosis inh = blocks lytic granule exocytosis. TALL-104 LAMP-1 surface exposure, flow cytometry; cells stimulated with thapsigargin and PMA. inhibition, % at 10 µM. actives 0.66% (n = 360,000). AID 651702;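 active = inhibition above about 55%, limit read from the data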
TLR9-MyD88 block = TLR9-MyD88 interaction inhibition; actives 0.21% (n = 340,000); AID 504734; CHO BLA complementation TLR9-MyD88, CCF4 FRET ratio; inhibition, % at 4.98 µM; Q9NR96+Q99836;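 active = inhibition above the mean over all tested compounds plus 3 SD, cut at about 21% in these data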;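 also: 0% = DMSO only wells and 100% = clavulanate BLA inhibitor control wells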
TROY NFkB inh = inhibitors of TROY-dependent NF-kB signaling; Q293 LMP1-TROYcd NF-kB luciferase reporter, 4 h; inhibition, % at 10 µM; actives 0.98% (n = 360,000);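 active = compounds whose plate-normalised and pattern-corrected inhibition of the luciferase reporter signal at the single screening dose is 50% or more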
SRC1 inh = inhibits human SRC1 coactivator; inhibition, % at 3.6 µM; actives 0.12% (n = 360,000); HEK293 GAL4-SRC1 luciferase reporter, luminescence;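 active = inhibition above the campaign mean plus 3 SD, with each screening campaign given its own cutoff, cut at about 60% in these data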;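 also: 0% = DMSO treated cells and 100% = gossypol at 36 µM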
SRC2 inh = inhibits human steroid receptor coactivator 2; Q15596; HEK293 GAL4-SRC2 luciferase reporter, luminescence; inhibition, % at 9 µM; actives 0.17% (n = 370,000); AID 651957;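 active = inhibition above the mean inhibition of all tested compounds plus 3 SD, set per campaign, cut at about 52% in these data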;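 also: 0% = DMSO treated cells and 100% = cells given Gossypol at 36 µM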
NR5A2 inv ag = NR5A2 inverse agonism in reporter assay. AID 602396. actives 0.13% (n = 360,000). HEK293T StAR-luciferase reporter, LRH-1 transfected, 24 h. inhibition, % at 3.6 µM. O00482;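 active = inhibition above the mean inhibition of all tested compounds plus 3 SD, cut at about 73% in these data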;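 also: 0% = DMSO wells and 100% = reporter-only cells lacking LRH-1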
TWEAK Fn14 block = inhibitors of TWEAK-Fn14 interaction signaling; TWEAK-stimulated Fn14 reporter cells, luciferase luminescence, 8 h; actives 2% (n = 360,000); inhibition, % at 10 µM; AID 1159606; in the data active = inhibition above about 50%
The depositor's hits bear a star; nt = no result given. Some of the compounds tested; the hit share may differ from the screen's.

SMILES	NR2F2 inh	NCOA3 inh	NOD2 RIPK2 PPI	ABHD5-PLIN5 inh	Exocytosis inh	TLR9-MyD88 block	TROY NFkB inh	SRC1 inh	SRC2 inh	NR5A2 inv ag	TWEAK Fn14 block
COC(=O)C[C@@H]1CC[C@H](NC(=O)Cc2ccccn2)[C@@H](CO)O1	-8	nt	-8	-3	-3	nt	nt	nt	-7	3	nt
Cc1cccc(NC(=O)CSc2nnc(-c3n[nH]c4ccccc34)o2)c1	-20	-10	7	0	8	2	20	-24	-51	-36	4
Fc1cccc(Cc2c(-c3ccco3)nc3c4ccccc4ccn23)c1	-49	-97	4	26*	87*	nt	7	-92	-70	-45	51*
CN(CC(=O)Nc1ccc(Cl)c(C(F)(F)F)c1)C(=O)COc1cccc2cccnc12	-5	7	5	6	5	7	8	-1	-5	13	-35
COc1ccc(CC(=O)Nc2ccc(-c3noc(-c4cccc(OC)c4)n3)cc2)cc1	-13	11	-5	7	1	7	-19	9	5	-10	-49
CN=C(Nc1ccc(C)c(C)c1)SC1CC(=O)N(c2ccc(OC)cc2)C1=O (stereo not given)	8	9	-2	4	5	1	-2	-7	12	3	28
[O-]/C(=C(\C(=S)NCc1ccccc1)[n+]1ccccc1)c1ccc(Cl)cc1	2	-4	-2	-10	8	nt	-14	-6	15	-2	0
O=c1[nH]cnc2c1c(-c1ccccc1)cn2-c1ccc(Br)cc1	-5	10	8	-2	-5	-2	5	9	-10	3	18
CC1Cc2ccccc2N1C(=O)C1CC(=O)N(c2ccccc2)C1 (stereo not given)	7	0	4	-2	2	5	5	0	-19	-22	-8
COc1ccc(SCCN2CC[C@@H](C(C)(C)C)CCC2=O)cc1	4	-14	9	7	-2	8	-31	-9	-14	-36	-13
CC(C)(C)OC(=O)N[C@@H](Cc1c[nH]c2ccccc12)c1nnc(SCC(N)=O)o1	-15	-4	3	-5	-2	1	-8	-7	9	9	7
CC(=O)Nc1ccc(NC(=O)COc2cccc3c2OC(C)(C)C3)cc1	-11	19	0	-1	-2	-4	2	0	7	3	-10
COc1cccc(CNC(=O)c2cc(S(=O)(=O)N3CCCCC3)ccc2C)c1	16	-7	5	-12	-8	3	1	7	-8	3	-9
O=C(Nc1nc(-c2ccccc2Cl)cs1)c1cccnc1	-18	7	-13	1	-4	1	-14	-2	-7	-44	27
O=C1c2ccccc2S(=O)(=O)N1CCS(=O)(=O)c1ccc(F)cc1	-17	-13	-19	4	-3	2	-9	1	2	11	17
Cc1cc(=O)n2c3ccccc3n(CC(O)CN3CCCCC3)c2c1C#N (stereo not given)	-18	-3	-10	4	0	-8	-16	2	-35	-12	7
Cc1cccc(CN2CCN(C(=O)c3cccc4ccccc34)CC2)c1	-9	-11	-9	-4	-7	-6	18	-22	7	-2	33
O=C(CS(=O)(=O)c1ccc(F)cc1)N1CCN(c2ccccc2)CC1	15	-18	-4	-3	1	-11	-13	-28	5	-23	-12
Cc1cc(C)n2nc(SCc3ccccc3)nc2n1	-27	4	-8	1	-4	-4	-22	-12	-27	-52	-16
CCn1c(=O)cc(C(=O)OC)sc1=Nc1ccc(F)c(F)c1	-6	-17	-6	27*	4	1	5	9	2	-11	46
CN1/C(=C/C2CC(=O)N(c3cccc4ccccc34)C2=O)C(C)(C)c2ccccc21 (stereo not given)	26	-7	-7	-10	-4	2	10	-64	-3	5	26
O=C(COC(=O)c1ccccc1F)c1ccc(-n2nncc2-c2ccco2)cc1	1	-1	-8	1	-2	-9	25	-19	-20	5	10
Cc1cccc(-n2c(CNC(=O)c3ccc(S(=O)(=O)N4CCCC4)cc3)n[nH]c2=S)c1	7	-9	-3	-2	4	11	9	5	-39	-17	1
Cc1oc2cc3oc(=O)c(CCC(=O)N4C[C@H]5C[C@@H](C4)c4cccc(=O)n4C5)c(C)c3cc2c1C	7	3	1	6	-4	-2	-12	-11	-20	-23	-10
C[C@H](CO)N1C[C@H](C)[C@@H](CN(C)S(=O)(=O)c2ccccc2)Oc2c(NC(=O)CCC(F)(F)F)cccc2C1=O	-9	11	14	1	7	-7	-5	-1	-7	-1	7
Cc1nc([N+](=O)[O-])nn1C12CC3CC(CC(Cl)(C3)C1)C2	19	13	2	0	-4	-1	15	-1	-4	2	11
Cc1cc(C(=O)CN2C(=O)NC(c3ccccc3)(c3ccccc3)C2=O)c(C)n1Cc1ccccc1	-9	11	-10	0	11	3	3	-41	-5	12	24
O=c1ccc2ccc(Oc3ccc(Cl)cc3[N+](=O)[O-])cc2o1	-3	11	2	-5	0	-6	-7	2	-5	4	15
CC(NCc1ccc(S(N)(=O)=O)cc1)C(=O)N1c2ccccc2CC1C (stereo not given)	16	0	1	-5	-2	-1	0	-7	21	-4	0
NC(=O)C1(S(=O)(=O)c2ccccc2)CCCCC1	9	-17	-12	13	-2	5	-14	-1	5	-25	-5
CC(C)C[C@H]1CN([C@@H](Cc2ccccc2)CN2CCC[C@@H]2CN2C(=O)C(=O)NC[C@@H]2Cc2ccc(O)cc2)C(=O)C(=O)N1CCc1ccccc1	-11	-8	7	4	4	nt	13	6	29	13	-4
O=C(CSc1nnc2ccccn12)Nc1cccc(S(=O)(=O)N2CCOCC2)c1	7	7	-9	4	-3	-8	7	-13	0	7	-7
O=C(c1ccc2c(c1)OCCO2)C1CCN(C(=O)c2ccc(F)c(F)c2)CC1	12	-10	1	4	-2	7	-27	-14	25	8	8
CCCc1cc(C(=O)Nc2cc(OC)c(Cl)cc2OC)no1	6	6	-1	2	-2	-1	-4	-11	9	10	-7
COC(=O)Nc1nc2ccc(SC(C)C)cc2[nH]1	-6	-71	-14	-4	-2	6	-21	-49	-32	-22	-4
CCCS(=O)(=O)N1CCN=C1SCc1ccc(F)cc1	16	-13	0	-3	-2	4	5	-37	4	17	-7
COc1ccccc1/C=C/C(=O)NCCC1=CCCCC1	-27	-87	-1	3	-2	-1	-55	-108	-41	-137	-30
CCN(C(=O)COC(=O)CNS(=O)(=O)c1ccc(SC)c([N+](=O)[O-])c1)C1CCCCC1	-13	6	3	6	5	9	-24	-2	-29	15	-4
c1ccc(OCCCCN2CCCCC2)cc1	-13	14	-14	2	-5	-1	-11	10	-26	18	7
O=C(CC1CCCCC1)NCc1nc(-c2ccccc2)no1	17	7	-10	6	4	1	14	8	-5	-5	-8
O=C(Cc1cccs1)NNC(=O)c1ccc(F)cc1	-1	-2	5	-8	-2	-3	-3	-6	9	0	17
COc1ccc(CNC(=O)c2cn(Cc3ccc(OC(C)=O)cc3)c(=O)s2)cc1	-4	-10	-3	2	-2	nt	5	-19	1	-3	-19
COc1cc(CN(C)C(C)C(=O)Nc2ccc([N+](=O)[O-])cc2Cl)ccc1OC(F)F (stereo not given)	5	19	6	7	-8	3	15	-32	9	-20	-20
Cn1c(SCCCC(=O)c2ccccc2)nnc1-c1ccncc1	-4	6	1	0	3	5	-24	-4	14	-1	-10
COc1cccc(/C=N/NC(=O)c2ccccc2NC(=O)c2ccco2)c1OC	9	-13	4	7	-2	1	22	2	-16	-16	10
Cc1ccc(S(=O)(=O)NNC(=S)Nc2cccc(C)c2C)cc1	-18	12	-9	3	-5	1	-17	-19	4	-1	9
CCOc1ccccc1-c1nc(-c2cc3ccccc3nc2OC)no1	7	-2	1	-6	-1	4	-7	14	4	-2	14
C=CCOC(=O)C1=C[C@H](c2cn(C(C)=O)c3ccccc23)[C@@H](CCCO)[C@H](OCC)O1	-12	-11	-7	2	-8	-5	-3	-25	9	-11	-18
O=C(COc1cccc(NC(=O)c2cccs2)c1)c1ccc(F)cc1	3	1	-2	-5	-3	-2	-1	1	10	7	-8
CCc1nc2ccc(C(=O)NCCCN3CCN(c4ccccc4F)CC3)cc2nc1CC	0	-11	1	1	23	-1	-7	-9	10	10	23
CCOCCOC(=O)COC(=O)c1ccccc1NC(=O)c1ccccc1	-35	-2	-8	-1	1	0	-12	-9	-18	9	-4
COc1ccc(-c2cc(N3CCN(CCO)CC3)n3nccc3n2)cc1	-12	-4	-4	-2	-8	nt	17	2	-15	13	11
CC(=O)c1ccc(S(=O)(=O)NC2CC(=O)N(c3ccc(C)c(C)c3)C2)cc1 (stereo not given)	15	-15	-5	4	-2	-6	12	-1	-14	-5	14
O=C1CSC(=S)N1c1cccc(O)c1	26	-17	-1	-8	6	-11	31	-37	-4	11	76*
CN1CCN(CC(O)COc2ccc(C34CC5CC(CC(C5)C3)C4)cc2)CC1 (stereo not given)	10	2	8	17	37	-4	-10	-5	5	6	-2
CC1CCCC(C)N1C(=O)CSc1nc(N)c(-c2ccccc2)c(=O)[nH]1 (stereo not given)	-23	15	6	-8	3	-2	-9	-24	-3	-6	15
COc1ccc(N2CCN(C(=O)c3ccc4c(=O)n(CCc5ccc(OC)c(OC)c5)c(=O)[nH]c4c3)CC2)cc1	-1	19	1	-2	7	-10	13	18	7	-13	59*
Cc1ccc(S(=O)(=O)N2CCC(C(=O)N3CCCC3C(=O)N[C@@H](CC(C)C)C(=O)NCC(N)=O)CC2)cc1 (stereo not given in full)	-8	-1	-15	-3	-3	-2	-14	-20	-21	-5	-13
COC(=O)c1ccc(Cn2c(C)c(C(=O)NCc3cccc(C(F)(F)F)c3)sc2=O)o1	-6	2	-2	-3	-1	nt	8	-50	-7	-3	-8
COc1ccc(C(=O)Nc2ccccc2C(=O)NC(Cc2ccc(O)cc2)C(=O)NNC(=O)c2ccccc2)cc1 (stereo not given)	-6	-4	-11	-8	-1	-8	4	-21	-42	-6	5
(more compounds)
SMILES	NR2F2 inh	NCOA3 inh	NOD2 RIPK2 PPI	ABHD5-PLIN5 inh	Exocytosis inh	TLR9-MyD88 block	TROY NFkB inh	SRC1 inh	SRC2 inh	NR5A2 inv ag	TWEAK Fn14 block
O=C(O)CCC(=O)NCC1OCCc2ccccc21 (stereo not given)	3	-8	-5	2	-2	4	-8	-1	-9	6	1
Cc1nc(=O)c(-c2ccccc2)c(C)n1-c1ccccc1	-8	-3	-13	2	-11	3	2	6	-6	5	-1
COc1ccc2c(c1)cc1n2CCN=C1N	-5	9	-16	0	0	5	2	5	-23	-9	-13
CC(C)(C)c1ccc(C(CC(=O)O)NC(=O)CSc2ccccc2)cc1 (stereo not given)	7	12	3	0	-1	nt	1	-11	1	5	0
CC(=O)N1CCc2cc(S(=O)(=O)NC(Cc3ccccc3)C(=O)NCCN3CCCCC3C)ccc21 (stereo not given)	8	13	1	-3	-4	2	8	-11	0	3	-7
Cc1c(CN2CCC(C)CC2)c(=O)n(-c2ccccc2)n1C	10	6	-10	0	-2	-15	3	6	10	-4	-14
O=C(O)c1ccccc1SCC(=O)N1CCCCC1	1	10	1	1	-4	11	9	10	4	7	-3
